Screening results deposited in PubChem by NCI.
All columns: NCI-60 one-dose screen, growth in % after 48 h at 10 µM unless noted; 100 = growth as untreated, 0 = no growth, -100 = all killed.
NCI-H226 – NCI-H226 lung cancer; 79,000 compounds, 3.5% hits; AID 1794732
NCI-H522 – NCI-H522 lung cancer; 78,000 compounds, 8% hits
NCI-H460 – NCI-H460 lung cancer; AID 1794736; 82,000 compounds, 6.8% hits
RXF 393 – RXF 393 renal cancer cells | 77,000 compounds, 6.9% hits
NCI-H23 – NCI-H23 lung cancer | 80,000 compounds, 4% hits | AID 1794731
HT29 – HT29 colon cancer | 81,000 compounds, 7.4% hits | AID 1794748
NCI-H322M – NCI-H322M lung cancer | 80,000 compounds, 2.7% hits | AID 1794733
COLO 205 – COLO 205 colon cancer; AID 1794742; 79,000 compounds, 7.3% hits
A498 – A498 renal cancer cells; AID 1794774; 76,000 compounds, 5.4% hits
Numbers without * were called inactive; · = no result given. Rule for the calls: active = growth percent below 10; inactive = the rest.

Sample of the layout, 3 compounds:
SMILES	NCI-H226	NCI-H522	NCI-H460	RXF 393	NCI-H23	HT29	NCI-H322M	COLO 205	A498
O=S(=O)(NCCCNc1nccc(-c2[nH]c(-c3ccccc3)nc2-c2ccc(F)c(O)c2)n1)c1ccc(F)cc1	79	92	73	79	71	94	115	96	105
C=CC(=O)N1CC=C(c2cc3c(N[C@H](C)c4ccccc4)ncnc3[nH]2)CC1	59	·	101	-28*	78	54	27	92	-17*
CC(=O)OC1OC(COC(c2ccccc2)(c2ccccc2)c2ccccc2)C(OC(C)=O)C(OC(C)=O)C1OC(C)=O (stereo unspecified)	86	72	86	·	98	87	97	101	101

The listing, repeating the preview:
SMILES	NCI-H226	NCI-H522	NCI-H460	RXF 393	NCI-H23	HT29	NCI-H322M	COLO 205	A498
O=S(=O)(NCCCNc1nccc(-c2[nH]c(-c3ccccc3)nc2-c2ccc(F)c(O)c2)n1)c1ccc(F)cc1	79	92	73	79	71	94	115	96	105
C=CC(=O)N1CC=C(c2cc3c(N[C@H](C)c4ccccc4)ncnc3[nH]2)CC1	59	·	101	-28*	78	54	27	92	-17*
CC(=O)OC1OC(COC(c2ccccc2)(c2ccccc2)c2ccccc2)C(OC(C)=O)C(OC(C)=O)C1OC(C)=O (stereo unspecified)	86	72	86	·	98	87	97	101	101
CCCCC(C(O)c1ccc(C(C)(C)C)cc1)N(CC)CC (stereo unspecified)	91	92	105	87	93	77	91	86	89
N#C/C(=C\c1cccnc1Cl)C(N)=O	106	89	105	109	105	108	105	114	·
Cc1noc(C)c1-c1ccc2[nH]c(=O)nc(-c3ccccc3)c2c1	84	64	103	92	85	93	92	105	85
CN1C(=O)CC[C@H]1c1cccnc1	102	110	136	109	114	108	110	111	113
C#CCOc1cc(N(CC)CC)ccc1C(C(=O)NC(C)(C)C)N(C(=O)C1CCc2cc(F)ccc2O1)c1ccccc1Br (stereo unspecified)	64	48	52	82	·	51	86	47	81
C=C(C)[C@@H]1CC[C@]2(C(=O)O)CC[C@]3(C)[C@H](CC[C@@H]4[C@@]5(C)Cc6cc(Cc7ccc(Cl)cc7)oc6C(C)(C)[C@@H]5CC[C@]43C)[C@@H]12	100	89	103	122	99	93	99	113	95
O=C(CSc1nnc(-c2ccc(NC(=O)c3cccnc3)cc2)o1)Nc1ccc([N+](=O)[O-])cc1	108	59	99	57	89	110	82	104	98
CNc1cccc2c1C(=O)c1cccc(N)c1C2=O	82	62	52	61	76	71	75	7.3*	65
O=[N+]([O-])c1ccc(N/N=C/c2cccc3ccccc23)cc1	105	99	102	96	103	101	100	109	·
COc1ccccc1N/N=C/c1cc(OC)c(OC)c(OC)c1	87	72	100	120	97	93	92	104	85
Cc1ccnc2ccccc12	117	134	119	·	108	99	83	127	127
CCOC(=O)c1sc2ncnc(Nc3ccc(OCc4ccc(Cl)cc4)cc3)c2c1C	109	72	97	110	86	84	99	98	100
Cc1nc2sccn2c1-c1csc(Nc2ccccc2Cl)n1	58	42	35	67	38	15	64	42	31
Cc1[nH]c(C2CC(c3ccc(C(F)(F)F)c(F)c3)=NN2c2ccccc2)c(C)c1C(=O)NCC(F)(F)F (stereo unspecified)	77	89	94	81	89	85	88	94	48
O=C(O)COc1cccc2cccnc12	99	94	108	119	100	94	107	113	89
CCCCCCCCCCCCOC(=O)CCSCCC(=O)OCCCCCCCCCCCC	98	89	105	105	109	88	100	110	105
O=S(=O)(NC1C2c3ccccc3C(c3ccccc32)C1O)c1ccc(Cl)cc1 (stereo unspecified)	93	87	100	100	105	93	92	101	47
C=CCSc1nnc(-c2ccc3nc(-c4ccc(OC)c(OC)c4)[nH]c3c2)o1	107	95	107	110	105	107	111	120	127
O=C(c1ccccc1)C(Cc1ccccc1)c1ccccc1 (stereo unspecified)	86	79	104	·	88	87	88	104	112
COc1ccc(CNC(=O)CSc2nc3ccccc3c(=O)n2CCc2ccc(S(N)(=O)=O)cc2)cc1	92	69	97	101	91	117	98	121	·
COc1cc(C2=NNC(=O)Cc3cc4c(cc32)OCCO4)ccc1N	102	91	112	104	109	104	97	120	108
COC(=O)C1=Nc2c/c(=C\c3cc(-c4cc(OC)ccc4OC)oc3O)oc2=C1	111	·	112	121	119	108	102	107	107
CC(/C=C1\SC(=S)N(CC(=O)NC(Cc2c[nH]c3ccccc23)C(=O)O)C1=O)=C\c1ccccc1 (stereo unspecified)	102	93	103	106	100	110	102	116	107
Nc1nonc1-c1nc2ccccc2n1CCO	96	105	104	93	98	111	95	103	101
O=C(CSc1nccc(Nc2ccc(S(=O)(=O)Nc3nccs3)cc2)n1)c1ccc(F)cc1	102	89	106	112	98	106	106	108	109
Nc1nc(-c2ccccc2Cl)cc(-c2cc3ccccc3oc2=O)n1	92	·	92	109	97	104	82	101	108
CCCCN(C(=O)CCC)c1ccccc1	107	·	108	117	113	105	·	116	103

Quoted from above (4 entries):
SMILES	NCI-H226	NCI-H522	NCI-H460	RXF 393	NCI-H23	HT29	NCI-H322M	COLO 205	A498
Nc1nonc1-c1nc2ccccc2n1CCO	96	105	104	93	98	111	95	103	101
O=C(CSc1nccc(Nc2ccc(S(=O)(=O)Nc3nccs3)cc2)n1)c1ccc(F)cc1	102	89	106	112	98	106	106	108	109
Nc1nc(-c2ccccc2Cl)cc(-c2cc3ccccc3oc2=O)n1	92	·	92	109	97	104	82	101	108
CCCCN(C(=O)CCC)c1ccccc1	107	·	108	117	113	105	·	116	103

Continuation.
SMILES	NCI-H226	NCI-H522	NCI-H460	RXF 393	NCI-H23	HT29	NCI-H322M	COLO 205	A498
CCOC(=O)C(=Cc1ccccc1F)C(=O)OCC	96	65	105	102	99	103	94	115	131
CCCN1C(=O)/C(=c2\sc3n(c2=O)NC2C(N=3)N(CC)C(=O)N2CC)c2ccccc21 (stereo unspecified)	69	12	18	-3.1*	39	14	55	23	29
CCOC(=O)C1=C(C)N=c2s/c(=C\c3ccccc3O)c(=O)n2C1c1ccc(OC)c2ccccc12 (stereo unspecified)	·	-36*	-42*	-21*	82	-52*	11	-90*	18
COc1ccc(NC(=O)CCn2ccccc2=O)cc1	101	107	106	100	99	111	112	107	53
CCOC(=O)/C=C1/SC(=Nc2ccc(C)cc2)N(Cc2ccco2)C1=O	83	·	75	74	88	62	85	85	90
O=C1C=C(c2ccccc2)C(c2ccccc2)C1 (stereo unspecified)	112	105	114	122	98	98	129	108	90
Cc1ccc(S(=O)(=O)c2nc(S(=O)(=O)NCc3ccccc3)sc2N2CCOCC2)cc1	83	95	106	88	95	106	84	112	104
O=C(C[C@]1(O)C(=O)Nc2ccc(Br)cc21)c1ccccn1	89	79	97	103	98	106	101	110	105
CC(C)c1nc2ccccc2n1CC(=O)c1ccc(C#N)cc1	91	78	100	91	99	101	112	115	92
O=C(O)CCCCCN1C(=O)/C(=C/c2ccc(O)c(O)c2)SC1=S	106	98	108	124	·	116	90	125	101
COc1ccc2c(CSc3nc(-c4ccc(Cl)cc4)c(C#N)c(N4CCN(C)CC4)n3)cc(=O)oc2c1	88	81	89	77	93	93	86	·	87
O=C(O)c1ccc(NC(=S)NC(=O)c2ccc(Cl)cc2)cc1	72	84	100	89	90	109	97	112	102
CCOC(=O)N/N=C/C=N/NC(=O)OCC	95	94	103	93	111	104	112	117	89
CCOC(=O)c1cnn(-c2nc(-c3ccc(Cl)cc3)c(C#N)c(N3CCOCC3)n2)c1N	100	89	103	97	93	104	103	100	87
CCn1c(Sc2nnc(NC(=O)c3ccccc3)s2)nc2c1c(=O)n(C)c(=O)n2C	92	89	105	84	88	109	93	·	·
Nc1ncc(/C=C/CNC(=O)c2cc3ccccc3[nH]2)[nH]1	95	88	107	119	102	102	99	108	93
COc1ccc(/C=C\C(C)=N\NC(=O)c2ccncc2)cc1	98	115	100	113	99	114	106	101	·
C=C(C)[C@@H]1CC[C@]2(C=NCC#CCN3CCN(C)CC3)CC[C@]3(C)[C@H](CC[C@@H]4[C@@]5(C)CCC(=O)C(C)(C)[C@@H]5CC[C@]43C)[C@@H]12	93	93	99	104	96	88	103	110	96
C[C@@H](C[C@H](CCOC(=O)N1CCOCC1)c1ccccc1)c1ccoc1	94	82	106	92	93	97	89	100	109
C=CC(=O)Nc1cccc(-c2nc(SC)nc(Nc3ccc(OC)cc3)c2C#N)c1	97	89	100	83	94	103	103	113	80
O=C1NC2C(NC(=O)N2Cl)N1Cl (stereo unspecified)	93	93	109	90	96	96	77	150	112
CN(CC(=O)c1ccc(Cl)cc1)Cc1ccccc1	102	114	104	101	100	117	116	134	94
CCCCCCCCCCCCCCCCNC(=O)Nc1ccc(C)cc1	98	88	103	99	100	97	104	108	97
Cc1cc(Nc2ccc(CCO)cc2)nc(N)n1	100	97	108	115	98	103	88	111	93
Cc1ccc(S(=O)(=O)C/C(=N\Nc2ccccc2)c2cc3ccccc3oc2=O)cc1	·	93	100	126	95	110	96	·	·
CCCCCC#CC(=O)O	107	91	110	125	109	99	99	107	105
C[n+]1ccc(Nc2ccc(NC(=O)c3ccc(C(=O)Nc4ccc(Nc5cc[n+](C)cc5)cc4)cc3)cc2)cc1	109	88	74	103	88	87	98	77	86
CNC(=O)c1ccccc1Nc1nc(Nc2ccc3c(c2OC)CCC[C@H](N2CCN(CCO)CC2)C3)ncc1Cl	29	-48*	0.4*	-23*	16	-44*	5.2*	-65*	-64*
COC(=O)/C=C/NC(=O)c1ccccc1C(=O)OC	91	93	100	91	97	96	111	110	73
C#CCNC(=O)[C@H](Cc1ccccc1)NC(=O)[C@]12CC[C@@H](C(=C)C)[C@@H]1[C@H]1CC[C@@H]3[C@@]4(C)CCC(=O)C(C)(C)[C@@H]4CC[C@@]3(C)[C@]1(C)CC2	69	53	67	83	71	53	70	79	·
N=C(N)n1c(N)nc2ccccc2c1=O	106	90	102	96	100	96	99	116	97
OC(c1cc(-c2ccc(Cl)cc2)nc2c(Cl)cccc12)C1CCCCN1 (stereo unspecified)	-44*	-89*	-87*	-98*	-9.6*	-86*	-55*	-91*	9.5*
CNc1ccc([N+](=O)[O-])cn1	111	79	110	111	100	90	116	114	119
COc1ccc(/C(C)=C(/c2ccc(OCCCN(C)C)cc2)c2ccc(OC(=O)Cc3ccccc3)cc2)cc1	91	57	71	68	76	7.5*	98	76	83
Oc1cccc(-c2nc(-c3nnc(Nc4ccc(Br)cc4)o3)cc3c2[nH]c2ccccc23)c1	98	25	63	96	104	31	94	92	91
Cn1c(=O)sc2ccccc21	99	96	111	115	103	105	98	108	118
Cc1sc(NC(=O)c2ccccc2)c(C(c2cccs2)N2CCN(c3ccccc3)CC2)c1C (stereo unspecified)	·	74	101	107	74	103	107	90	100
CN(Cc1ccccc1)Cc1ccccc1C(O)c1ccccc1 (stereo unspecified)	86	81	106	98	90	64	89	95	76
COc1ccc(C/C(=N/O)c2ccc(OC)cc2)cc1	104	88	108	100	97	101	112	104	92
O=C(O)c1ccccc1Oc1cc(-c2ccco2)nc(OCCBr)n1	·	103	110	135	105	·	100	109	99
CCC(CC)(C(=O)Nc1ccc2nc(C)cc(N)c2c1)C(=O)Nc1ccc2nc(C)cc(N)c2c1	101	105	104	122	102	108	100	·	116
C[C@]12C=CC(=O)C=C1CCC1C2[C@@H](O)C[C@@]2(C)C1CC[C@]2(O)C(=O)COP(=O)(O)O (stereo partly specified)	95	90	92	·	108	104	116	116	87
O=S(=O)(NCCNc1nccc(-n2cnc3ccccc32)n1)c1ccc(F)cc1	78	72	96	106	96	94	96	102	81
COc1ccc(C(=O)Nc2ccc(-c3ccc4c(c3)NC(=O)/C4=C\c3ccc[nH]3)cc2)cc1	-4.2*	64	15	8.7*	42	16	87	48	118
COC(=O)c1ccc(Br)cc1	102	103	104	108	100	111	101	109	99
COc1ccc(CC(C)=C(c2ccc(OCCN(C)C)cc2)c2ccc(OCCN(C)C)cc2)cc1	89	79	80	74	89	39	86	67	·
CCCCCC(CC)C(CC)CO (stereo unspecified)	112	98	108	113	99	103	106	106	79
N/C(=N/N=C/c1ccccc1)N/N=C\c1ccccc1	81	57	40	25	67	28	85	68	67
C[C@@]12c3cc4c(cc3CCN1C(=O)O[C@H]2c1ccccc1Br)OCO4	96	12	99	86	96	91	99	102	70
CCOC(=O)c1c(N)ssc1=S	111	102	105	104	102	107	113	136	132
CC(=O)SCCCON1C(=O)c2ccccc2C1=O	108	115	124	119	110	119	93	103	110
NC(=O)C(CCc1nc2ccccc2[nH]1)NS(=O)(=O)c1ccccc1 (stereo unspecified)	95	104	103	111	105	108	113	112	97
O=C(Nc1ccc(Nc2ccncc2)cc1)c1ccc([N+](=O)[O-])cc1	91	53	78	92	81	63	90	-50*	76
COc1ccc(-n2cnc3c(sc4ncc(Br)cc43)c2=O)cc1	100	90	90	109	115	103	107	113	87
NCCCN1CCCN=C1C1=NCCCN1CCCN	93	·	102	100	109	113	102	113	95
CCOC(=O)c1cncc(C(=O)OCC)c1	98	·	106	106	102	100	99	109	97
Cc1[nH]cc([N+](=O)[O-])[n+]1CCO	90	93	100	112	97	101	99	106	105
Cc1[nH]c(C2CC(c3ccc(C(F)(F)F)c(F)c3)=NN2C)c(C)c1C(=O)NCC(F)(F)F (stereo unspecified)	93	89	101	94	95	102	93	114	31
